mHTT-CaM PPI inh – mutant huntingtin-calmodulin interaction inhibitors – biochemical, AlphaScreen, primary screen; AlphaScreen His-mHTT/GST-CaM binding, luminescence; inhibition, % at 15 µM; hit rate 3.6% among 190,000; AID 1671202, 2021;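 also: 0% = both proteins with DMSO and 100% = one protein alone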
Pf apPOL block – Pf-apPOL inhibitors, biochemical, fluorescence | hit rate 0.25% among 210,000 | inhibition, % at 10 µM | Recombinant Pf-apPOL, molecular beacon fluorescence, 1.5 h | AID 1794808, 2022 | Plasmodium falciparum apicoplast DNA polymerase (apPOL)
* marks the source's active call; other numbers are inactive results; i = inactive; . = not tested or not shown; & = joins results of further samples. Rule as the data show it: active = inhibition above about 50%; inactive = the rest. Random draw from the library, and some 3.5% of all compounds hit somewhere here.

Order of values: mHTT-CaM PPI inh | Pf apPOL block
1. O=C1C(c2ccc(F)cc2)N(Cc2ccc(F)cc2)C(=O)CN1C1CCCC1 (stereo not given)
  14 | -12
2. COc1ccc(C(=O)Nc2ccc(Cl)cn2)cc1Br
  1&-5 | -12&-4
3. O=C1CCCC(=O)N1c1ccc(N2CCCC(CO)C2)c([N+](=O)[O-])c1 (stereo not given)
  2 | -10
4. O=C(Nc1ccc(Br)cc1)C(Cc1ccccc1)N1C(=O)c2ccccc2C1=O (stereo not given)
  1 | -2
5. Cc1ccc(C2CC(C(F)(F)F)n3nc(C(=O)NCCCn4ccnc4)cc3N2)cc1 (stereo not given)
  16 | -3
6. Cc1ccc(S(=O)(=O)c2nc(-c3ccc(F)cc3)oc2N2CCOCC2)cc1
  1 | -3
7. COc1ccccc1NC(NC(=O)c1cccc(C)c1)C(Cl)(Cl)Cl (stereo not given)
  3 | -1
8. Cc1ccc(NC(=O)COc2ccc(Cl)cc2Cl)nc1
  -7 | -3
9. COc1cc2c(cc1OC)C(COc1ccc3c(C)cc(=O)oc3c1)N(C(=O)c1cc3ccccc3oc1=O)CC2 (stereo not given)
  7 | -2
10. CCOc1cc(C2C(C#N)=C(N)Oc3n[nH]c(-c4cccs4)c32)cc(Br)c1O (stereo not given)
  20 | -4
11. Cc1ccc(-c2ncc(NC(=O)C(C)(C)C)cn2)cc1
  1 | -4
12. CC12C=CC(=O)C=C1CCC1C2C(=O)C[C@@]2(C)C1CCC2(O)C(=O)CO (stereo not given in full)
  1 | .
13. Cc1ccc(CNC(=O)c2cccn3c(=O)c4ccc(Cl)cc4nc23)cc1
  10 | -5
14. O=C(O)CCCCCCCCCCC1CCCCC1=O (stereo not given)
  -3 | .
15. COc1ccc2cc3cc(C(=O)N(C)C4CCCCC4)oc3nc2c1
  3 | 3
16. Cc1nn(-c2ccccn2)c2c1C(=O)/C(=C/Nc1cccc(C(F)(F)F)c1)CC2
  0 | -3
17. O=C(CCCC1=NS(=O)(=O)c2ccccc2N1)NCCc1ccccc1
  3 | -1
18. Cc1nnsc1C(=O)NCc1ccc2c(c1)OCO2
  . | -1&-5
19. O=c1[nH]nc(Sc2nc(-c3cccs3)ns2)n1-c1ccc(Cl)cc1
  . | -10
20. c1ccc(Nc2nc(-c3ccncc3)cs2)nc1
  18 | 0
21. COc1cccc2sc(N=CN(C)C)nc12
  . | -1
22. Cc1ccc(NC(=O)N2CCc3c(c(COCc4ccccc4F)nn3C)C2)cc1C
  36 | -4
23. O=C(NCC(O)c1cccc2ccccc12)C1CCCC1 (stereo not given)
  -2 | -4
24. CCC(=O)Nc1cccc(-c2noc(C3CCN(C(=O)CCC4CCCC4)CC3)n2)c1
  7 | -7
25. CSc1nc(C)cc(OCCNC(=O)Nc2ccccc2)n1
  -2 | -8
26. O=C(Cn1c2ccccc2c(=O)c2ccccc21)Nc1ccccc1C(F)(F)F
  1 | 3
27. CCOC(CNC(=O)c1ccc2c(c1)ncn2-c1cc(OC)c(OC)c(OC)c1)OCC
  7 | -3
28. CCOc1ccc2nc(C(=O)Nc3ccc(Br)cc3)sc2c1
  -2 | -22
29. NC(=O)C1CCN(C(=O)Nc2ccccc2)CC1
  -1 | -1
30. Cc1ccc(NC(=O)C2CCc3nc(N4CCN(C(=O)C(C)C)CC4)sc3C2)cc1F (stereo not given)
  3 | -8
31. c1ccc(-c2nnc(SCC3(c4ccccc4)OCCO3)o2)cc1
  -13 | -8
32. O=C1C2C3C=CC(C2C(=O)N1c1ccccn1)C1C2C(=O)N(c4ccccn4)C(=O)C2C31 (stereo not given)
  5 | -10
33. O=C(CCC1CCCCC1)Nc1ccccc1[N+](=O)[O-]
  25 | -11
34. COc1ccc(C(O)CN2CCN(c3ccc(Cl)cc3)CC2)cc1 (stereo not given)
  5 | 2
35. CN(C(=O)c1cnc2n(c1=O)CCS2)C1CCCCC1
  0 | -4
36. NNC(=O)COc1ccc(Oc2ccccc2)cc1
  4 | 0
37. CCOC(=O)CNC(=O)N1CCCC1c1c(C)noc1C (stereo not given)
  0 | -7
38. CCN(CCNC(=O)c1ccc2c(c1)NC(=O)C(N1CCCCC1)S2)c1ccccc1 (stereo not given)
  38 | -21
39. OC(CNCc1ccco1)c1ccccc1 (stereo not given)
  1 | -2
40. COc1cccc(NC(=O)Nc2ccc(Oc3c(Cl)cccc3Cl)nc2)c1
  . | -2
41. O=C(CCC1CCCC1)Nc1nnc2ccccn12
  23 | -14
42. CC1CN(c2ccc([N+](=O)[O-])cc2)CCN1C(=O)c1c(Cl)ccc(F)c1F (stereo not given)
  24 | 2
43. O=C1c2ccc(Oc3ccc([N+](=O)[O-])cc3)cc2C(=O)N1Cc1cccnc1
  14 | 0
44. O=C(Nc1ccccc1NC(=O)C1CC1)C1CC1
  -4 | 4
45. O=C1C(=Cc2ccc3c(c2)OCO3)Oc2c1ccc(O)c2CN1CCCCCC1
  1 | -11
46. CCOc1ccc(-n2c(SCC(=O)NC3CCCCC3)nc3c(c2=O)SCC3)cc1
  -9 | -2
47. CC(CCc1ccccc1)NC(=O)c1ccc(Br)o1 (stereo not given)
  -6 | 0
48. COc1ccc(C(=O)NC(Nc2cccc(C)c2)C(Cl)(Cl)Cl)cc1 (stereo not given)
  -14 | 1
49. CCc1nc(-n2cccc2)sc1C(=O)Nc1cccc(F)c1
  -39 | -3
50. Cc1ncc(CO)c2cc(C(=O)Nc3ccc(F)cc3F)c(=Nc3ccccc3)oc12
  0 | 46
51. Cc1cc(C)n2ncc(C(=O)Nc3ccc(C)c(C)c3)c2n1
  -4 | -2
52. COc1ccc(C2=C/C(=C\c3ccccc3OC)C(=O)O2)c(OC)c1
  -10 | 3
53. COCc1nnc(NS(=O)(=O)c2c(C)cc(C)cc2C)s1
  4&-2 | 5&-2
54. CCc1nc(C)nc(N2CCN(C(=O)N(C)C)CC2)c1Cc1ccccc1F
  10 | -2
55. O=C(Cc1cccs1)N1CCc2c(nc3cc(-c4ccccc4Cl)[nH]n3c2=O)C1
  33 | 0
56. O=C(Nc1ccccc1F)c1cc(F)c(F)cc1Cl
  -4 | 0
57. C=CCn1c(SCC(=O)O)nnc1-c1ccc([N+](=O)[O-])cc1
  8 | -5
58. Cc1noc(-c2cccnc2N2CCCN(C(=O)c3ccc(C(C)(C)C)cc3)CC2)n1
  -1 | -1
59. COCCNC(=O)N1CCCn2nc(-c3cccc(OC)c3)cc2C1
  2 | -1
60. Cc1c(C)c(C)c(CSc2nnc(C(C#N)=Cc3cccs3)n2C)c(C)c1C
  . | -2

Other records:
Order of values: mHTT-CaM PPI inh | Pf apPOL block
61. Cc1ncc(CO)c(C=NO)c1O
  . | -5
62. C/C=C/C(=O)N1c2cc(C)c(C)cc2C(C)=CC1(C)C
  -9 | 0
63. CCCCNC(=O)c1ccccc1C(=O)NCCCC
  -3 | -13
64. Cc1ccc(N2C(=O)NC3CC2(C)Oc2ccccc23)cc1 (stereo not given)
  1 | -1
65. Cc1cc(-c2onc(C)c2C(=O)Oc2ccc(Cl)cc2)no1
  . | 0
66. CCOC(=O)Nc1nc2c(s1)CN(C(=O)c1ccccc1Br)CC2
  3 | 11
67. Cc1cc(CN2CCC(CNC(=O)c3ccc4nsnc4c3)CC2)c(C)o1
  4 | 2
68. CCOc1cc(C2C(=C(O)c3ccc(C)cc3)C(=O)C(=O)N2CCOC)ccc1O (stereo not given)
  -2 | -2
69. Cn1c(=O)c2c(nc3n(Cc4ccco4)c(-c4ccc(F)cc4)cn23)n(C)c1=O
  4 | 9
70. COc1ccc(OC)c(NC(=O)C2CCCC2)c1
  -2 | 0
71. CSc1nc(N(C)C)nc(N2CC(=O)N(CCNS(=O)(=O)c3ccc(C)cc3)C2=N)n1
  13 | 0
72. CN(Cc1cccnc1Oc1ccccc1)S(C)(=O)=O
  -3 | -4
73. Cc1ccc(C2NC(=O)N(CC(=O)NCCC(C)C)C3=C2C(=O)OC3)cc1C (stereo not given)
  -5 | -2
74. Cc1ccc(-c2cc(NC(=O)Cc3ccccc3C)on2)s1
  -10 | 2
75. COc1ccc(NC(=O)C2CCCN(c3cc(=O)n(C)c(=O)n3C)C2)cc1Cl (stereo not given)
  2 | 1
76. COc1cc(/C=C2\C(=O)NC(=O)N(c3ccc(Cl)cc3)C2=O)ccc1O
  2 | -2
77. Cc1ccccc1CNC(=O)CC1CCN(S(=O)(=O)c2c(C)noc2C)CC1
  -2 | -13
78. CC(=O)N1CCc2cc(Br)cc(S(=O)(=O)NCCCN3CCCCCC3)c21
  -2 | -1
79. O=C(Nc1ccc(CC(=O)N2CCOCC2)cc1)Nc1ccccc1C(F)(F)F
  -8 | -10
80. O=C(c1cccc([N+](=O)[O-])c1)n1nnc2ccccc21
  -2&-4 | 0&-9

Full records, looked up by structure:
COc1ccc(OC)c(NC(=O)C2CCCC2)c1 as listed: mHTT-CaM PPI inh = -2; Pf apPOL block = 0
Cc1ccc(-c2cc(NC(=O)Cc3ccccc3C)on2)s1 as listed: mHTT-CaM PPI inh = -10; Pf apPOL block = 2
Cn1c(=O)c2c(nc3n(Cc4ccco4)c(-c4ccc(F)cc4)cn23)n(C)c1=O as listed: mHTT-CaM PPI inh = 4; Pf apPOL block = 9

Continued:
Order of values: mHTT-CaM PPI inh | Pf apPOL block
81. COc1ccccc1C1=NOC(C(=O)N2CCOCC2)C1 (stereo not given)
  -6 | -6
82. COCCNC(=O)C1CCN(c2ccc(Cl)c(Cl)c2)C1=O (stereo not given)
  -7 | -2
83. Nc1nnc(SCc2ccccc2F)s1
  -5 | -2
84. O=C(c1ccc(Br)o1)N1CCN(C/C=C/c2ccccc2)CC1
  4 | -1
85. O=C(Cn1c2c(c(=O)n(C3CCCCC3)c1=O)CCC2)Nc1nc2ccccc2[nH]1
  28 | 1
86. Cc1c(Br)c([N+](=O)[O-])nn1CC(=O)NNC(=O)Cn1cc([N+](=O)[O-])cn1
  0 | .
87. CC(C)(C)c1cn2c3ccccc3nc2n1CCN1CCCC1
  4 | .
88. CC(C(=O)Nc1ccc(Cl)cc1O)N1C(=O)c2ccccc2C1=O (stereo not given)
  4 | -5
89. COc1ccc(-c2nc3cccnc3n2C2CCN(C(=O)Nc3ccccc3Cl)C2)cc1 (stereo not given)
  41 | -6
90. Cc1c(Cl)cccc1NC(=O)C1CC(=O)N(CCc2c[nH]c3ccc(F)cc23)C1 (stereo not given)
  36 | 2
91. N/C(=N\OC(=O)c1ccccc1Br)c1cccnc1
  i | 1
92. CCn1cc(S(=O)(=O)CC(=O)Nc2ccc(C)cc2)c2ccccc21
  -3 | -6
93. COC(=O)c1ccc(NS(=O)(=O)c2ccc(N3C(=O)CCS3(=O)=O)cc2)cc1
  -8 | 0
94. COCCn1c(C2CCN(C(=O)Nc3ccc(C)c(C)c3)C2)nc2cccnc21 (stereo not given)
  1 | -7
95. O=C(OCc1ccncc1)c1cn(-c2cccc(Cl)c2)c(=O)c2ccccc12
  -5 | 3
96. CCC(C)NC(=O)C1CC(c2ccccc2)CN(C(=O)c2ccc(F)cc2)C1 (stereo not given)
  16 | -3
97. COc1ccc(S(=O)(=O)NC(C)C)cc1N(C)S(=O)(=O)c1ccc(Cl)cc1
  -8 | -6
98. NC(=S)c1ccc(N2CCC(C(F)(F)F)CC2)nc1
  . | -2
99. Cc1c(C(=O)NC2CC3CCC2C3)cccc1[N+](=O)[O-] (stereo not given)
  4 | -2
100. CC1=CC(C)(C)N(S(=O)(=O)c2ccc(C)cc2)c2ccc(C)cc21
  -31 | .

Structural class: those above with a COOH group
Order of values: mHTT-CaM PPI inh | Pf apPOL block
14. O=C(O)CCCCCCCCCCC1CCCCC1=O (stereo not given)
  -3 | .
57. C=CCn1c(SCC(=O)O)nnc1-c1ccc([N+](=O)[O-])cc1
  8 | -5

(further entries)
Order of values: mHTT-CaM PPI inh | Pf apPOL block
101. CC(C(=O)N1CCCCCC1)N(c1ccc(Oc2ccccc2)cc1)S(C)(=O)=O (stereo not given)
  -1 | 1
102. Cc1cc(Br)c(NC(=O)c2ccccc2Cl)c(Br)c1
  . | 0
103. O=c1c2cc(-c3ccccc3)sc2ncn1Cc1ccccc1Cl
  . | -7
104. O=C(Sc1c(Cl)cccc1Cl)N1CCOCC1
  . | 6&-4
105. Cc1onc(-c2ccccc2)c1NC(=O)Nc1nnc(C2CC2)s1
  . | 2
106. O=C(NCC1(c2ccccc2)CCOCC1)C(=O)Nc1cc2c3c(c1)CCC(=O)N3CCC2
  -12 | -2
107. O=C(Nc1ccccn1)c1cn(-c2ccc(F)cc2F)c(=O)c2ccccc12
  -2 | -5
108. Cc1ccnc(NS(=O)(=O)c2ccc(NC(=O)C3CCCNC3=O)cc2)n1 (stereo not given)
  1 | 4
109. Cc1[nH]nc(-c2ccc(S(=O)(=O)N3CCC(N4CCCCC4)CC3)s2)c1C
  7 | 0
110. Cc1ccc(C)c(Nc2c(-c3nc(C)no3)cnc3nc(C)ccc23)c1
  27 | 3
111. Cn1nc(-c2nc(-c3ccc(F)cc3)no2)c2c1CCN(C(=O)C1CCCC1)C2
  24 | 1
112. CC(=O)Nc1ccccc1NC(=O)COc1ccc(Cl)cc1Br
  -7 | -19
113. COc1ccc(-c2coc3c(CN4CCN(CCO)CC4)c(O)ccc3c2=O)cc1OC
  3 | -8
114. O=C(NC1CCCC1)C1CC(=O)N(CCc2c[nH]c3ccc(F)cc23)C1 (stereo not given)
  0 | 0
115. CC(C)(C)N=C1Nc2ccccc2CNC12CCN(C(=O)c1ccccc1F)C2 (stereo not given)
  9 | -4
116. CCc1nnc(NC(=O)CCc2ccccc2)s1
  -5 | -3
117. C=CCN(CC=C)S(=O)(=O)c1ccc(C(=O)Nc2nnc(C3CC3)o2)cc1
  32 | -3

Compound activity (PubChem)
